SKN-1 inh: inhibitors of C. elegans SKN-1; C. elegans VP596 Pgst-4::GFP/RFP ratio, acrylamide-induced, 24 h; inhibition, % at 21.8 µM; 360,000 tested, 0.49% active;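 active = interference check ratio from 0.5 to 1.5 plus GFP to RFP signal ratio inhibition reaching or exceeding a fixed threshold, cut at about 30% in these data, passing the limit was not always enough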; note: some compounds called inactive have numbers as strong as hits
CendR NRP1 mod: modulators of CendR peptide binding to human neuropilin-1; FAM-RPARPAR peptide binding to NRP-1, fluorescence polarization; O14786; inhibition, % at 25 µM; 360,000 tested, 0.85% active;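 active = inhibition or corrected inhibition above about 18%, plus a signal ratio from 0.5 to 1.5, limit read from the data, passing the limit was not always enough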; note: strong numbers were not always called active
FAS-TE inh: blocks the thioesterase domain of human fatty acid synthase | recombinant FAS-TE, OMFH fluorogenic substrate, fluorescence endpoint | AID 602261 | inhibition, % at 15 µM | 360,000 tested, 0.67% active;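 active = compounds whose normalised, plate-corrected inhibition of enzyme fluorescence in the single-dose primary screen is 50% or more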;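 note: 0% = DMSO with enzyme and 100% = substrate without enzyme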
PABP1 MLLE inh: blocks PAM2 peptide binding to the PABP1 MLLE domain; P11940; GST-MLLE / FITC-PAM2 fluorescence polarization; inhibition, % at 20 µM; 360,000 tested, 0.36% active; AID 588489; in the data active = inhibition above about 35%, passing the limit was not always enough;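 note: plate controls were DMSO wells with GST-MLLE for no effect and wells lacking GST-MLLE protein for full effect; some results filed as inactive read as strong as hits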
Target sequence (P11940 whole entry, looked up, the tested form may be a part): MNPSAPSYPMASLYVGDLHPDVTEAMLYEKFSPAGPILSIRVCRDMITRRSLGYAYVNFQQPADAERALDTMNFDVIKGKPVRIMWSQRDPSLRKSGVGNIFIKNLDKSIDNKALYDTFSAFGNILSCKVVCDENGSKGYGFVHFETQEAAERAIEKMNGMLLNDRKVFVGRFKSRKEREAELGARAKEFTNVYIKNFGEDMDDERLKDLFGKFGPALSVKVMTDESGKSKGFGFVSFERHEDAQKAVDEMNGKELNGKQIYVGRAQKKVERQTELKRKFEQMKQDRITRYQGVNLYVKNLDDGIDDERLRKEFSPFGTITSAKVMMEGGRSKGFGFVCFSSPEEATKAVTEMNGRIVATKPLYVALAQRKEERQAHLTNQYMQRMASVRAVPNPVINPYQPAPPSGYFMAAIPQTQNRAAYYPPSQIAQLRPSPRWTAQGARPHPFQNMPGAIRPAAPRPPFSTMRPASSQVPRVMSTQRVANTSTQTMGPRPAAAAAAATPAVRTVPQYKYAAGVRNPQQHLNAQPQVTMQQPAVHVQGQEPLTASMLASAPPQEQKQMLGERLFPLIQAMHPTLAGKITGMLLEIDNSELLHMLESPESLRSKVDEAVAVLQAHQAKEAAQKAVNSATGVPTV
MsrA inh: inhibitors of bovine MsrA | inhibition, % at 15.5 µM | 360,000 tested, 0.75% active | purified bovine MsrA, absorbance read-out | AID 651718; in the data active = inhibition above about 4.5%;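 note: 0% = vehicle wells with enzyme and 100% = reference inhibitor wells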
bovine MsrA act: activators of bovine methionine sulfoxide reductase A. activation, % at 10.6 µM. AID 602163. 360,000 tested, 0.3% active. purified bovine MsrA, absorbance read-out; in the data active = activation above about 7.5%;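 note: 0% = vehicle and 100% = reference activator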
E coli Lon inh: inhibitors of E. coli Lon protease; AID 602123; inhibition, % at 7.94 µM; P0A9M0; purified E. coli Lon protease, fluorescence polarization; 360,000 tested, 0.42% active; in the data active = inhibition above about 13%, passing the limit was not always enough;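 note: 0% = enzyme with probe and DMSO and 100% = no enzyme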
TbMetRS inhib: blocks T. brucei methionyl-tRNA synthetase activity. purified T. brucei MetRS, ATP depletion, Kinase-Glo luminescence. inhibition, % at 11.9 µM. 360,000 tested, 0.4% active;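 active = inhibition above a per-plate cutoff of the control wells' mean inhibition plus 3 SD, cut at about 5.5% in these data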;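 note: 0% = DMSO wells median and 100% = median of wells with control inhibitor compound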
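Test system: purified T. brucei MetRS enzyme. Also added: ATP, methionine and E. coli bulk tRNA substrates. Compound: 11.9 µM single point. Schedule: 15 min enzyme-compound preincubation, 2 h reaction, 10 min detection, 25 °C. Signal: luciferase luminescence of residual ATP, Kinase-Glo. Evaluation: percent inhibition versus plate control medians. Controls: DMSO wells, low control.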
MT1-MMP act inh: MT1-MMP (human) activation inhibition. P50281. HT1080 RFP-PRO-GFP cells, GFP/RFP ratio fluorescence, overnight; percent of plate control window, DMSO zero. GFP/RFP ratio change, % at 20 µM. 360,000 tested, 0.061% active. AID 651647;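 active = GFP/RFP ratio change of at least 30% with cell ATP level not reduced by more than half and red fluorescence within 50% of control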; note: strong numbers were not always called active
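Assay system: RFP-PRO-GFP reporter HT1080 cells; read-out basis: GFP/RFP fluorescence ratio; benchmarks: DMSO wells and RFP-L50D-GFP cells; doses: 20 µM single dose, 1% DMSO; schedule: overnight cell settling, then overnight compound exposure, 37 °C, 5% CO2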
Starred values were filed as active, the others as inactive; . = no result given.

SMILES	SKN-1 inh	CendR NRP1 mod	FAS-TE inh	PABP1 MLLE inh	MsrA inh	bovine MsrA act	E coli Lon inh	TbMetRS inhib	MT1-MMP act inh
COc1ccc(NS(=O)(=O)c2cc(C(=O)OC(C)C(=O)N3CCOCC3)ccc2Cl)cc1 (stereo not drawn)	18.3	-10.3	5.7	3.6	0.9	-0.5	-1.1	-0.2	-8.1
Cc1cc2oc(=O)cc(CSc3nnc(C)n3N)c2cc1C(C)C	8.4	4.8	-8.7	-73.3	.	-11.3	1.1	-2.0	-5.1
O=C(NN=C1CCCCCC1)c1ccc(Br)o1	-19.9	-5.8	-10.7	3.4	1.1	-6.4	-6.8	-0.8	0.0
CCCC(=O)NCCc1cc2cc(C)c(C)cc2[nH]c1=O	2.3	1.4	-5.0	4.4	1.0	-6.8	-7.6	-0.7	6.1
COC(=O)c1ccc(N2CCN(C)CC2)c(NC(=O)COc2ccccc2Cl)c1	5.5	14.8	6.4	0.2	-0.4	0.0	-0.2	-0.4	0.5
CCOc1cc(/C=C2\N=C3CCCCCN3C2=O)ccc1O	-3.6	-117.4	-5.4	-116.4	2.6	-3.1	-237.7	0.0	-6.5
Cc1cccc2sc(NC(=O)CCNC(=O)c3ccco3)nc12	-0.1	-7.7	-6.7	-7.1	-0.6	-2.4	-4.9	-0.4	2.2
COc1cc(O)c(C(CCN2CCCCC2)c2cc(OC)c(OC)c(OC)c2)c(OC)c1 (stereo not drawn)	6.2	16.5	-9.1	-5.2	0.4	-6.2	3.4	-0.4	-1.1
CCOC(=O)c1cccc(NC(=O)CN2C(=O)C3CC=CCC3C2=O)c1 (stereo not drawn)	6.3	8.3	-3.2	-0.3	1.7	-4.4	-14.2	-0.1	-0.3
COc1ccc(OCC(O)COc2ccc(C(=O)O)cc2)cc1 (stereo not drawn)	10.3	-0.9	-5.9	1.8	-0.7	-3.2	6.1	-0.1	5.3
N#Cc1ccc(Nc2nc(NCc3ccccc3)nc3ccsc23)cc1	6.3	-7.8	25.1	13.7	1.3	-2.2	-2.3	-0.3	-5.8
O=C(CSc1nc(SCC(=O)NCc2ccccc2)n(-c2ccccc2)n1)NCc1ccccc1	9.5	-6.8	4.4	22.1	-0.3	-1.3	1.0	-0.3	5.2
Cc1cc(C)cc(N2C(=O)CN(Cc3sccc3C)C2=S)c1	16.2	-12.5	14.0	4.5	-0.6	-3.8	-11.5	-0.7	-0.7
Cc1cccc(NC(=O)c2cc(-c3ccc(C)c(C)c3O)n[nH]2)c1	-4.4	10.9	-2.5	-21.6	0.7	-4.3	1.9	-0.7	-2.0
Cc1cc(NS(=O)(=O)c2ccc(NC(=O)C3CCCCC3)cc2)no1	-13.6	12.3	-3.7	-9.2	0.1	-3.7	6.1	-0.5	0.8
CC[N+]1(C)CCC(O)(c2ccc(OC)cc2)C(C(=O)c2ccc(OC)cc2)C1 (stereo not drawn)	-11.4	-2.4	-5.6	28.8	-0.8	-6.9	-25.4	0.0	-3.4
CN1CCN(c2ccc(NC(=O)c3ccc(-c4cccc([N+](=O)[O-])c4)o3)cc2)CC1	7.7	8.6	11.8	11.7	1.3	-2.9	-4.4	-0.4	-1.6
CNC(=S)N(Cc1cc2cc(C)ccc2n2nnnc12)CC(C)(C)CN(C)C	9.8	3.2	-5.2	-89.4	-0.6	-3.9	-2.2	-0.8	-1.8
COCCn1c(SC(C)C(=O)Nc2ccc(N3CCOCC3)cc2)nnc1-c1ccncc1 (stereo not drawn)	11.3	5.0	-4.8	-7.8	-0.1	-1.0	-4.1	-0.1	2.1
c1ccc2c(c1)OCCc1c-2[nH]c2ccccc12	51.9*	6.5	18.6	6.4	0.6	-2.6	-3.5	-1.0	-2.0
CC(C)c1nc2sc3c(=O)[nH]c(=S)[nH]c3c2c2c1CCCC2	3.3	-4.2	2.7	29.8	-0.7	2.4	-3.8	-0.2	1.8
Cc1c(S(=O)(=O)N(C)C2CCCCC2)c(=O)n(C)c(=O)n1C	5.3	-11.1	-2.4	-1.5	-0.9	-2.9	-9.2	-0.2	2.4
O=C(NNS(=O)(=O)c1ccc(F)cc1)c1cccc(O)c1	4.7	9.2	-4.8	0.1	-0.2	0.6	-3.3	0.0	2.4
CC1CCN(C(=O)Cn2c(=O)oc3cc(S(=O)(=O)N4CCCCC4)ccc32)CC1	0.8	5.6	-2.5	-4.6	-0.2	-2.0	5.2	0.2	-3.0
Cc1cccc(NC(=O)CN2C(=O)c3ccccc3C2=O)c1C	9.3	1.3	-5.3	1.2	0.2	-0.5	8.3	0.2	0.6

Sorted by SMILES length (rising): some entries from above
SMILES	SKN-1 inh	CendR NRP1 mod	FAS-TE inh	PABP1 MLLE inh	MsrA inh	bovine MsrA act	E coli Lon inh	TbMetRS inhib	MT1-MMP act inh
Cc1cccc2sc(NC(=O)CCNC(=O)c3ccco3)nc12	-0.1	-7.7	-6.7	-7.1	-0.6	-2.4	-4.9	-0.4	2.2
O=C(NNS(=O)(=O)c1ccc(F)cc1)c1cccc(O)c1	4.7	9.2	-4.8	0.1	-0.2	0.6	-3.3	0.0	2.4
Cc1cccc(NC(=O)c2cc(-c3ccc(C)c(C)c3O)n[nH]2)c1	-4.4	10.9	-2.5	-21.6	0.7	-4.3	1.9	-0.7	-2.0

Next structures follow.
SMILES	SKN-1 inh	CendR NRP1 mod	FAS-TE inh	PABP1 MLLE inh	MsrA inh	bovine MsrA act	E coli Lon inh	TbMetRS inhib	MT1-MMP act inh
O=C(NC1CCS(=O)(=O)C1)/C(=C\c1ccc(F)cc1)NC(=O)c1ccccc1 (stereo not drawn)	-0.8	-4.2	-7.4	6.1	0.1	-5.9	2.6	-0.3	1.6
Cc1cc(-c2csc3nc[nH]c(=S)c23)cc(C)c1C	7.6	-11.4	11.6	25.7	0.8	-2.8	-17.7	0.9	-16.2
COc1cccc(CNS(=O)(=O)c2c(C(=O)N3CCCC3)c(C)n(C)c2C)c1	5.4	-7.9	-7.2	2.4	-1.4	-4.7	-3.4	-0.1	9.6
O=C(COc1ccc(S(=O)(=O)N2CCOCC2)cc1Cl)NCCN1CCOCC1	-7.6	6.0	-6.2	6.3	0.2	-3.3	-11.2	-0.1	0.2
COC(=O)c1csc(S(=O)(=O)N2CCCCC2)c1OC	10.7	10.4	0.4	-0.9	-0.2	-2.0	-11.3	2.2	1.5
OC(COc1ccc(Cl)cc1)CN1CCN(c2cccc(Cl)c2)CC1 (stereo not drawn)	3.0	-3.0	23.9	-2.9	0.0	-0.5	5.4	-0.7	-1.5
CCCCCCC(=O)Nc1nc(C)c(-c2csc(Nc3cccc(OC)c3)n2)s1	4.1	-7.8	16.6	-2.9	-0.5	-0.4	-3.0	-0.1	4.8
CN(Cc1ccc(Cl)cc1Cl)C(=O)C1CC(=O)N(Cc2ccco2)C1 (stereo not drawn)	6.3	-14.5	-2.2	-38.7	-1.7	6.5	-3.9	-0.1	3.4
CCN(CC)c1ccc(C(=O)Nc2ccccc2)cc1[N+](=O)[O-]	11.0	6.9	16.1	-10.5	1.5	-2.3	-1.8	-0.2	5.2
CN(C)c1ncc(CN2CCC(C(=O)Nc3ccc(-n4cccn4)cc3)CC2)s1	-3.7	14.0	-4.3	-6.2	-0.3	-1.0	-9.1	-0.3	-1.5
N#CCC(=O)N/N=C/c1cc([N+](=O)[O-])ccc1N1CCCC1	7.1	-14.2	27.0	7.2	2.7	-3.8	7.6	0.2	5.1
CC(C)Sc1cc(N2CCOCC2)nc(-c2ccc(Cl)cc2)n1	-15.4	-4.6	23.5	-12.6	0.8	-2.8	-0.6	-0.9	-7.1
CC1Cc2cc(/C=C3/SC(=S)NC3=O)ccc2O1 (stereo not drawn)	-25.7	-24.2	18.1	-3.1	1.9	-7.9	-11.5	0.3	-2.5
CN(C)c1ccc(C(=O)OCc2ccc(Br)cc2)cc1	13.2	-8.2	20.3	-0.7	3.2	-3.6	9.0	-1.0	2.3
CC(c1ccccn1)N(Cc1ccco1)C(=S)Nc1cccc(F)c1 (stereo not drawn)	1.0	-3.2	-2.0	-2.3	-0.5	-1.2	2.0	0.2	-8.9
CC1(C)CSC(C)(C)C(=O)N1	-2.3	6.9	-3.8	-3.0	0.5	-1.7	-4.5	-0.2	8.2
Cn1ncc(C(=O)Nc2ccc(OC(F)(F)F)cc2)c1-n1cccc1	7.9	17.9	10.4	-13.3	-1.0	-0.1	-9.4	-0.1	10.3
O=C(NC1CC1)c1ccc(NS(=O)(=O)c2ccccc2)cc1	3.4	14.3	-3.6	-4.5	0.7	-1.8	7.9	0.1	-2.2
CN(N=Cc1cccc2cccnc12)c1ccc([N+](=O)[O-])cc1[N+](=O)[O-]	16.3	140.5	-11.7	80.9	0.7	-2.1	3.5	0.2	-31.4
COc1ccc(-c2nc(-c3ccc(O)cc3O)cs2)cc1OC	-1.9	3.6	34.6	9.5	1.6	-8.2	9.4	-1.4	-1.2
CCc1cc(-c2nc(N)ncc2-c2csc(C)n2)c(O)cc1OC	-2.0	5.1	-3.1	17.4	0.6	-4.6	-7.2	-0.6	-3.3
CCC(C)n1c(SCC(=O)NC(=O)c2cccn2C)nc2ccccc2c1=O (stereo not drawn)	8.6	-8.7	20.6	-71.1	-0.2	-2.6	4.0	0.8	-0.5
O=C1NC2(CCCCCC2)C(=O)N1Cc1ccc([N+](=O)[O-])cc1	8.7	2.9	22.9	-0.6	0.4	-5.1	1.6	-0.2	2.0
O=C(/C=C/c1cccs1)c1ccc(NC(=O)c2ccccc2F)cc1	22.7	-7.2	-3.6	-6.5	0.6	-2.3	8.6	0.1	1.9
CC(=O)Nc1nc(CC(C)C)cc2c1c(=O)oc1ccccc12	10.1	-9.2	-5.5	5.0	0.8	-4.0	-6.5	-0.7	-4.5

Later entries:
SMILES	SKN-1 inh	CendR NRP1 mod	FAS-TE inh	PABP1 MLLE inh	MsrA inh	bovine MsrA act	E coli Lon inh	TbMetRS inhib	MT1-MMP act inh
O=C(CNS(=O)(=O)c1ccccc1)N1CCc2ccccc2C1	-6.8	5.3	-6.3	-4.3	-1.4	-2.8	-3.0	1.0	2.3
Cn1cc(S(=O)(=O)Nc2ccc(Oc3ccccc3)cc2)c(=O)n(C)c1=O	6.0	5.5	1.2	16.5	-0.2	-5.0	3.2	-0.3	3.8
CCCOc1ccc(C(=O)O)cc1	8.6	1.5	-5.8	-14.6	0.7	-1.1	-0.3	0.0	-0.8
COc1cc(C(=O)NNC(=O)Nc2ccc([N+](=O)[O-])cc2)cc(OC)c1OC	-4.6	7.3	-5.5	-2.0	4.2	-17.5	-11.6	-2.1	-0.8
O=c1ccnc(SCCC(F)=C(F)F)[nH]1	5.5	1.7	-4.3	-4.8	1.7	-10.4	-4.4	-0.4	3.3
COC(=O)CCN1CCN(S(=O)(=O)c2ccc3c(c2)OCCO3)CC1	-28.7	-2.2	-4.5	2.0	0.1	-1.4	-5.5	-0.3	4.6
CN(CC(=O)NC(=O)NC1CCCCC1)CC(=O)Nc1ccc(OC(F)(F)F)cc1	4.7	7.7	41.0	10.1	0.6	-0.9	-14.3	-0.3	0.6
CCOC(=O)C1=C(C)NC(SC)=NC1c1ccccc1 (stereo not drawn)	-3.4	7.8	-4.1	-147.1	-0.1	-3.3	-6.3	-1.1	3.2
COc1cccc(Nc2nc(C(N)c3ccccc3)cs2)n1 (stereo not drawn)	17.9	-4.3	-10.2	-23.4	0.6	-2.2	-1.7	-0.2	-6.0
Cc1ccc(Cl)cc1Nc1nc(-c2cccnc2)cs1	5.2	0.9	19.8	2.9	-0.4	-4.8	1.0	-0.5	-2.7

Screening results from PubChem.
